U2OS ROS induce = inducers of reactive oxygen species in cancer cells; U2OS ROS induction, H2DCF-DA fluorescence; AID 624156; ROS induction (% of piperlongumine), % at 10 µM; hit rate 2% among 46,000; in the data active = ROS induction above about 79%, passing the limit was not always enough; inconclusive = no clear call, values can overlap the other calls;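 note: 0% = DMSO vehicle median and 100% = reference compound median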
* = called active by the depositor; ? = inconclusive. The list is partial. The share of hits here may be higher or lower than overall.

Molecule,U2OS ROS induce
CC(C)NC(=O)N(C)C[C@@H]1Oc2c(NC(=O)c3nc4ccccc4s3)cccc2C(=O)N([C@H](C)CO)C[C@@H]1C,-1.5
CC(C)(C)c1ccc(S(=O)(=O)NCCC(=O)O)cc1,-2.0
C[C@@H]1CN([C@H](C)CO)C(=O)c2cccc(N(C)C)c2O[C@@H]1CN(C)Cc1ccc(-c2ccccc2)cc1,-3.0
COc1cccc(CNS(=O)(=O)c2ccc3[nH]c(=O)ccc3c2)c1,-8.9
CCn1c(C(=O)NCCc2ccccc2)cc2oc3ccccc3c21,0.7
O=C(Nc1ccccc1)Nc1ccc(S(=O)(=O)Nc2ccc(F)cc2)cc1,2.2
CCOC(=O)c1ccc2nc(C(F)(F)F)nc(N3CCCCC3)c2c1,72.8
C[C@@H]1CN([C@H](C)CO)C(=O)Cc2cc(NC(=O)CCCCCC(=O)Nc3ccccc3N)ccc2O[C@@H]1CN(C)Cc1ccc(Cl)c(Cl)c1,83.7*
CSc1nc2c(cc1C#N)CCCCC2,-14.9
Clc1cccc(CNc2ccc3nnc(-c4ccccc4)n3n2)c1,20.2
CCc1nnc(SCc2ccccc2)c2cc3occc3n12,8.4
Cc1ccc(OCC(=O)NCc2ccco2)cc1C,-2.8
CC(C)NC(=O)N(C)C[C@@H]1Oc2ccc(NC(=O)C3CC3)cc2C(=O)N([C@@H](C)CO)C[C@@H]1C,-2.3
O=C1NC(=O)C(Cc2ccccc2)N1 (stereo unspecified),8.2
COc1ccc(NC(=O)N(C)C[C@H]2Oc3c(NC(=O)Nc4ccccc4)cccc3C(=O)N([C@@H](C)CO)C[C@H]2C)cc1,4.7
C[C@H]1CN([C@@H](C)CO)C(=O)CCCn2cc(nn2)CO[C@H]1CN(C)C(=O)C1CC1,-26.5
Cc1sc2c(c1C)C(=O)C(C(=O)Nc1ccc(Cl)cc1)S(=O)(=O)N2C (stereo unspecified),21.5
O=C1SC(=S)N/C1=C/c1cccc(O)c1,24.3
CC1CN(C2=NC(=O)/C(=C/c3ccccc3)S2)CC(C)O1 (stereo unspecified),20.5
O=C(Cc1ccccc1)NC1(C(=O)Nc2cccc(Cl)c2)CCCCC1,-6.5
COc1ccc(NC(=O)N(C)C[C@H]2Oc3c(NS(=O)(=O)c4c(C)noc4C)cccc3C(=O)N([C@@H](C)CO)C[C@H]2C)cc1,7.9
COC(=O)c1cc(OC)c(OC)cc1NC(=O)CSc1nc2ccccc2o1,4.5
C[C@H](CO)N1C[C@H](C)[C@H](CN(C)C(=O)Nc2ccc3c(c2)OCO3)Oc2ccc(NC(=O)CCC(F)(F)F)cc2C1=O,-4.6
COc1ccc(S(=O)(=O)Nc2ccc3c(c2)CC(=O)N([C@H](C)CO)C[C@@H](C)[C@@H](CN(C)C(=O)Nc2ccc(F)cc2)O3)cc1,-5.3
NC(=O)C1CCN(C(=O)CSc2nnnn2-c2ccccc2)CC1,-6.1
COc1ccc(NC(=O)N(C)C[C@H]2Oc3c(NS(=O)(=O)c4ccc(Cl)cc4)cccc3C(=O)N([C@@H](C)CO)C[C@H]2C)cc1,-2.8
C=CCn1c(SCC(N)=O)nnc1-c1cc(Br)ccc1O,0.4
COc1ccc(S(=O)(=O)Nc2cccc3c2O[C@H](CN(C)C(=O)Nc2ccc4c(c2)OCO4)[C@H](C)CN([C@@H](C)CO)C3=O)cc1,-4.0
CCCCC/C=C\C/C=C\C/C=C\C/C=C\CCCCCC(=O)O,2.7
CCN(CC)CCNc1nc(C)cc(C)n1,-6.7
C[C@@H]1CCCCO[C@H](CN(C)C(=O)c2ccccc2)[C@@H](C)CN([C@H](C)CO)C(=O)c2cc(NC(=O)Cc3ccccc3)ccc2O1,-0.1
COc1ccc(NC(=O)Nc2ccc3c(c2)C(=O)N([C@H](C)CO)C[C@@H](C)[C@@H](CN(C)C(=O)NC(C)C)O3)cc1,-10.6
C[C@@H]1CN([C@@H](C)CO)C(=O)Cc2cc(NC(=O)CCN3CCOCC3)ccc2O[C@@H]1CN(C)S(=O)(=O)c1ccc(F)cc1,5.6
COc1ccc(NC(=O)Nc2ccc3c(c2)C(=O)N([C@H](C)CO)C[C@H](C)[C@H](CN(C)Cc2ccncc2)OCCCC[C@@H](C)O3)cc1,-7.9
CNC[C@@H]1Oc2ccc(NC(=O)Nc3c(C)noc3C)cc2CC(=O)N([C@H](C)CO)C[C@H]1C,5.3
COc1ccc(CN(C)C[C@H]2Oc3c(NS(=O)(=O)c4c(C)noc4C)cccc3C(=O)N([C@H](C)CO)C[C@H]2C)cc1,-3.2
C[C@H](CO)N1C[C@H](C)[C@@H](CN(C)Cc2ccc(C(F)(F)F)cc2)Oc2ccc(NC(=O)Nc3cccc4ccccc34)cc2C1=O,67.3
C[C@H]1CN([C@@H](C)CO)C(=O)CCCn2nncc2CO[C@H]1CN(C)S(=O)(=O)c1ccc(-c2ccccc2)cc1,45.0
C[C@@H]1CN([C@@H](C)CO)C(=O)c2cccc(NS(=O)(=O)c3ccccc3)c2O[C@@H]1CN(C)Cc1ccc(C(F)(F)F)cc1,1.3
Cc1noc(C)c1NC(=O)Nc1cccc2c1O[C@H](CN(C)S(C)(=O)=O)[C@H](C)CN([C@@H](C)CO)C2=O,-3.7
Oc1c(C(Nc2cccc(Cl)c2)c2cccnc2)ccc2cccnc12 (stereo unspecified),-9.8
CCOC(=O)c1c(NC(=O)CN2C(=O)S/C(=C/c3ccc(F)cc3)C2=O)sc2c1CCCC2,-6.1
Cc1nnc(NC(C)C)s1,-1.8
C[C@@H]1CN([C@@H](C)CO)C(=O)c2cc(NC(=O)CCN3CCOCC3)ccc2O[C@@H]1CN(C)Cc1ccc(C(=O)O)cc1,-9.3
C[C@H]1CN([C@@H](C)CO)C(=O)c2cc(NC(=O)Cc3cn(C)c4ccccc34)ccc2O[C@H]1CN(C)C(=O)NC1CCCCC1,-12.3
C[C@H]1CN([C@@H](C)CO)C(=O)c2cccc(NC(=O)Nc3ccccc3)c2O[C@H]1CN(C)Cc1ccccc1,12.3
C[C@H]1CN([C@@H](C)CO)C(=O)CCCn2nncc2CO[C@H]1CN(C)C(=O)Nc1ccc(F)cc1,-3.7
C[C@@H]1CN([C@H](C)CO)C(=O)c2cc(NC(=O)C3CCCCC3)ccc2O[C@@H]1CN(C)Cc1ccc(C(=O)O)cc1,-0.5
O=C(O)C1C2C=CC(O2)C1C(=O)Nc1ccc(S(=O)(=O)N2CCc3ccccc32)cc1 (stereo unspecified),42.1
Cc1nnc(SCC(=O)Nc2cc(Cl)c(Cl)cc2Cl)s1,-7.0
COc1ccc(S(=O)(=O)N(C)C[C@H]2Oc3ccc(NC(=O)NC4CCCCC4)cc3C(=O)N([C@@H](C)CO)C[C@@H]2C)cc1,22.9
CCCC(O)c1ccc(C)cc1CCCCCC(=O)O (stereo unspecified),-7.9
COc1ccc(CN(C)C[C@H]2Oc3ccc(NS(=O)(=O)c4ccc(Cl)cc4)cc3CC(=O)N([C@H](C)CO)C[C@H]2C)cc1,2.8
CC(C)(C)OC(=O)N1Cc2ccccc2C[C@H]1C(=O)NCCN1CCOCC1,1.7
COc1ccc(S(=O)(=O)N(C)C[C@H]2Oc3ccc(NC(=O)Nc4ccccc4)cc3CC(=O)N([C@@H](C)CO)C[C@@H]2C)cc1,11.2
OCc1nc(-c2cc(C(F)(F)F)cc(C(F)(F)F)c2)cs1,-14.8
C[C@H]1CN([C@@H](C)CO)C(=O)CCCn2cc(nn2)CO[C@H]1CN(C)C(=O)c1cc(-c2ccccc2)on1,-2.8
COc1cc(CN(C(=S)NCC(=O)N2CCCC2)C2CCCC2)cc(OC)c1OC,1.6
CNC[C@@H]1Oc2c(NS(=O)(=O)c3ccc(OC)cc3)cccc2C(=O)N([C@@H](C)CO)C[C@H]1C,-6.4
C[C@H]1CN([C@@H](C)CO)C(=O)Cc2cc(NC(=O)Nc3ccc4c(c3)OCO4)ccc2O[C@H]1CN(C)Cc1ccc(Oc2ccccc2)cc1,3.9

More structures:
Molecule,U2OS ROS induce
CN(C)C(=O)c1cc2c(=O)n3ccccc3nc2n1C,-8.8
O=C(Cn1ncn2cccc2c1=O)N1CCCCC1,-14.9
C[C@H](CO)N1C[C@H](C)[C@H](CN(C)S(=O)(=O)c2ccccc2C#N)OCc2cn(nn2)CCCC1=O,11.0
Cc1noc(C)c1NC(=O)N(C)C[C@@H]1OCc2cnnn2CCCC(=O)N([C@@H](C)CO)C[C@H]1C,3.1
C[C@@H]1CN([C@H](C)CO)C(=O)c2cc(NS(C)(=O)=O)ccc2O[C@@H]1CN(C)Cc1ccc2c(c1)OCO2,10.8
COc1ccc(NC(=O)Nc2ccc3c(c2)C(=O)N([C@H](C)CO)C[C@H](C)[C@@H](CN(C)S(C)(=O)=O)OCCCC[C@@H](C)O3)cc1,17.1
CC1C(O)C(N(C)C)CC2COCC21 (stereo unspecified),14.5
CCN(c1nc(C)cc(OC)n1)S(=O)(=O)c1ccc(C)cc1,7.2
O=C(Nc1ccccc1)OC1CCCC1,0.5
Cc1ccc(S(=O)(=O)N(C)C[C@@H]2Oc3ccc(NC(=O)NC(C)C)cc3CC(=O)N([C@H](C)CO)C[C@@H]2C)cc1,-4.7
Cc1noc(C)c1S(=O)(=O)Nc1ccc2c(c1)C(=O)N([C@H](C)CO)C[C@@H](C)[C@H](CN(C)C(=O)NC1CCCCC1)O2,-4.6
CN(C)CCC(c1ccc(Cl)cc1)c1ccccn1 (stereo unspecified),-3.8
Cc1noc(C)c1S(=O)(=O)Nc1ccc2c(c1)CC(=O)N([C@H](C)CO)C[C@@H](C)[C@H](CN(C)C(=O)NC(C)C)O2,-7.0
COc1ccc(CN(C)C[C@@H]2Oc3ccc(NC(=O)Nc4ccc5c(c4)OCO5)cc3C(=O)N([C@@H](C)CO)C[C@@H]2C)cc1,65.1
C=C[C@H](OC)[C@@H](OC(=O)Nc1ccc(SC)cc1)c1ccc(OCCO)cc1,0.7
Cc1cccc(CN(C)C[C@@H]2OCc3cn(nn3)CCCC(=O)N([C@@H](C)CO)C[C@H]2C)c1,-27.0
O=C(Nc1ccccc1Sc1ncnc2sc3c(c12)CCCC3)c1cccs1,-15.2
COc1ccc(NC(=O)N(C)C[C@@H]2Oc3ccc(NC(=O)NC(C)C)cc3C(=O)N([C@H](C)CO)C[C@@H]2C)cc1,-8.5
C[C@H]1CN([C@@H](C)CO)C(=O)Cc2cc(NS(=O)(=O)c3ccc(Cl)cc3)ccc2O[C@H]1CN(C)Cc1ccc(C(=O)O)cc1,-7.1
Cc1nc(NCCc2ccccc2)c2c3c(sc2n1)CCCC3,126.7*

Entries above with a furan ring, fused or not (3):
Molecule,U2OS ROS induce
CCn1c(C(=O)NCCc2ccccc2)cc2oc3ccccc3c21,0.7
CCc1nnc(SCc2ccccc2)c2cc3occc3n12,8.4
Cc1ccc(OCC(=O)NCc2ccco2)cc1C,-2.8

Next section
Molecule,U2OS ROS induce
CC(C)NC(=O)Nc1ccc2c(c1)C(=O)N([C@H](C)CO)C[C@@H](C)[C@H](CN(C)Cc1ccc(C(=O)Nc3ccccc3N)cc1)O2,-6.5
COC(=O)COc1ccc2c(=O)c(Oc3ccc(OC)cc3)coc2c1,22.2
C[C@@H]1CCCCO[C@@H](CN(C)Cc2ccncc2)[C@@H](C)CN([C@H](C)CO)C(=O)c2cc(NC(=O)Nc3ccc(C(F)(F)F)cc3)ccc2O1,23.9
CCOc1ccccc1NC(=O)CN1C(=O)C(=O)c2ccccc21,?
Cc1noc(C)c1S(=O)(=O)Nc1ccc2c(c1)C(=O)N([C@H](C)CO)C[C@H](C)[C@H](CN(C)C(=O)Nc1cccc3ccccc13)O2,-6.6
Cc1ccc(NC(=S)C(C#N)C(N)=O)cc1Cl (stereo unspecified),17.6
C[C@@H]1CN([C@H](C)CO)C(=O)c2cccc(NC(=O)Nc3ccc(C(F)(F)F)cc3)c2O[C@H]1CN(C)CC1CCCCC1,25.5
C[C@@H]1CN([C@H](C)CO)C(=O)c2cccc(NS(=O)(=O)c3ccccc3)c2O[C@@H]1CN(C)S(=O)(=O)c1ccc(Cl)cc1,0.8
Cn1c(SCc2nc(-c3ccc(Cl)cc3)no2)nnc1-c1cccs1,6.1
CC(=O)N[C@@H](CSC/C=C(\C)CC/C=C(\C)CC/C=C(\C)CCC=C(C)C)C(=O)O,0.8
COC(=O)c1ccccc1NC(=O)CSc1nnc(-c2ccco2)n1-c1ccccc1,8.8
Cc1ccc(S(=O)(=O)N(C)CC(=O)Nc2ncc(C(F)(F)F)cc2Cl)cc1,-14.3
C[C@@H]1CCCCO[C@@H](CN(C)C(=O)Nc2ccc(C(F)(F)F)cc2)[C@@H](C)CN([C@H](C)CO)C(=O)c2cc(NS(=O)(=O)c3cccs3)ccc2O1,24.8
Cc1cc(C)c2c(n1)nn1c(C)c(CCC(=O)NC3CCCC3)c(C)nc21,13.6
CC(C)NC(=O)N(C)C[C@@H]1OCCCC[C@@H](C)Oc2ccc(NC(=O)CCCN(C)C)cc2C(=O)N([C@H](C)CO)C[C@@H]1C,0.9
CNC[C@@H]1Oc2ccc(NC(=O)Nc3ccc(C(F)(F)F)cc3)cc2C(=O)N([C@@H](C)CO)C[C@H]1C,1.4
Cc1nn(Cc2cccc(C(=O)Nc3ccccc3F)c2)c(C)c1Cl,-5.0
COc1ccc(N(Cc2cc3cc(C)ccc3[nH]c2=O)C(=O)c2ccccc2)cc1,21.8
C[C@H](CO)N1C[C@H](C)[C@@H](CN(C)C(=O)Nc2ccc(C(F)(F)F)cc2)Oc2c(NS(=O)(=O)c3cn(C)cn3)cccc2C1=O,-7.5

Source: PubChem
